Source: PubChem BioAssay (Emory University Molecular Libraries Screening Center)
14-3-3g Raf – 14-3-3 gamma protein interaction modulation. FP, 14-3-3gamma / TMR-pS259-Raf peptide binding. 160,000 compounds, 0.19% hits. P61981. inhibition, % at 40 µM; in the data active = inhibition above about 30%;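 note: 0% = protein plus tracer without compound and 100% = blank with tracer alone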
Target sequence (P61981 whole entry, looked up): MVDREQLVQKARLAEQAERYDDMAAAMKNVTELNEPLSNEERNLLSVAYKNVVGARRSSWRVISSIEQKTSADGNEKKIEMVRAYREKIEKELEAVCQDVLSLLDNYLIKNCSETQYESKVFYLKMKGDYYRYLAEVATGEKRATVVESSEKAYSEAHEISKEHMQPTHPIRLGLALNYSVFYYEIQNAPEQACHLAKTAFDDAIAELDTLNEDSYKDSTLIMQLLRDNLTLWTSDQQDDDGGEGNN
Starred values were filed as active, the others as inactive; & = joins results of further samples. These rows are one share of the data; count on the stated rates, not on these rows.

SMILES | 14-3-3g Raf
CN(C)c1c([N+](=O)[O-])c(=O)oc2ccccc12 | 9
CCOC(=O)c1[nH]nc(N)c1NC(=O)c1ccc(Cl)cc1Cl | 1
O=C(Nc1ccc2nsnc2c1)N1CCSCC1 | 5
COc1ccc(S(=O)(=O)NC(C(C)C)C(C)C)cc1OC | -7
CS(=O)(=O)c1ccc2nc(NC(=O)CC3CCCC3)sc2c1 | -10
CCOC(=O)CN(C(=O)CSc1nnc2c(n1)[nH]c1ccc(OC)cc12)c1ccc(F)cc1 | -16
CCOC(=O)c1cc2c(=O)n3cccc(C)c3nc2n(CCOC)c1=NC(=O)c1ccncc1 | -10
CC1=C(C)C(=O)N(CCC(=O)O)C1=O | -4
CCN(Cc1ccccc1)C(=O)CCN1C(=S)NC(C)(C)CC1C (stereo not drawn) | -11
COc1ccc(N2S(=O)(=O)c3ccccc3S2(=O)=O)c(OC)c1 | -4
CC1CCCC(NC(=O)CCc2nc(-c3ccccc3F)no2)C1C (stereo not drawn) | 3
Cc1ccc(S(=O)(=O)Nc2ccc(C)c(C)c2)cc1 | -1
O=C(Nc1cccc(-c2nc3ncccc3o2)c1)c1ccc(Cl)c([N+](=O)[O-])c1 | -10
CCCCCCN1C(=O)C(O)=C(C(C)=O)C1c1ccccc1Cl (stereo not drawn) | -6
Cn1c(=O)c2c(nc(CN3CCOCC3)n2CC(O)CO)n(C)c1=O (stereo not drawn) | -5
O=c1oc2ccc3ccccc3c2cc1-c1nc2ccc(Cl)cc2[nH]1 | -7
O=C(Cn1nnc(-c2ccc(Cl)cc2)n1)NCCC1=CCCCC1 | -3
Cc1nc(-c2ccccc2)sc1C(=O)Nc1cccc2ccccc12 | 0
Cc1nc2n(COCCO)cnn2c(=O)c1Br | -9
CCC(=O)c1cc2c(cc1NC(=O)c1ccc(C)cc1)OCCO2 | 9
O=C(CSc1nc2c(sc3ccccc32)c(=O)n1CCc1ccccc1)NCC1CCCO1 (stereo not drawn) | -11
CCCCP(=O)(CCCC)c1ccccc1C(=O)O | 2
Cc1noc(NS(=O)(=O)c2ccc(NC(=O)CCC3CCCC3)cc2)c1C | -1&-8
Nc1nonc1-c1nc2ccccc2n1Cc1ccc(F)cc1Cl | -3
COc1ccc(-c2nc3cc(NC(=O)Cc4ccccc4)ccc3o2)cc1Cl | -16
Further entries
SMILES | 14-3-3g Raf
COCC(O)Cn1c2ccccc2c2ccccc21 (stereo not drawn) | 2
Cc1ccc(C(=O)CSc2nc3ccccc3c(=O)[nH]2)cc1C | 7
Cc1ccc2c(c1)C(C)(c1ccccc1)CC(C)(C)N2C(=O)CN1C(=O)C2CCCCC2C1=O (stereo not drawn) | 6
Cn1nnnc1Sc1ncnc2scc(-c3ccc(F)cc3)c12 | -14
O=C(CN1C(=O)NC(Cc2ccccc2)C1=O)Nc1ccc(F)cc1 (stereo not drawn) | -3
CCN(CC)CCN(Cc1cc2cc3c(cc2[nH]c1=O)OCCO3)C(=O)NC1CCCCC1 | -10
CC(C)(O)C#Cc1ccc(C(=O)NCCc2ccc(S(N)(=O)=O)cc2)cc1 | -5
CCc1ccc(C2CC(=O)Nc3c2ccc2ccccc32)cc1 (stereo not drawn) | 1
O=C(CSc1nc2ccc(N3CCOCC3)cc2c(=O)n1Cc1ccccc1)c1ccccc1 | -2
COc1cc2[nH]c(=S)n(CCN3CCOCC3)c(=O)c2cc1OC | 3
O=S(=O)(Nc1ccccc1Br)c1cccs1 | -12
COc1cc(C2CC(=O)Nc3c2cc(Br)c2ccccc32)cc(Br)c1OC (stereo not drawn) | -2
CC(=O)NCCc1cc2ccc(C)c(C)c2[nH]c1=O | -4
Cc1ccccc1NC(=O)CN1C(=O)C2CC=C(Cl)CC2C1=O (stereo not drawn) | -13
O=C(Nc1ccc(Oc2ccccc2)cc1)C1CCN(c2ncccn2)CC1 | -4
Nc1nc2ccccc2n1/N=C/c1ccc(-c2ccccc2)o1 | -3
CCCC(C)C(=O)NCc1ccccc1OC (stereo not drawn) | -1
CCOC(=O)CSc1nc(C)cc(Oc2ccc(=O)n(C)n2)n1 | -1
CC1=C(C(N)=O)C(c2ccccc2)n2nc(SCc3ccccc3)nc2N1 (stereo not drawn) | -10
Cc1ccc(S(=O)(=O)N(CCCN2CCOCC2)Cc2cccs2)cc1 | 0
O=C(Nc1ccc(-c2nc3ncccc3o2)cc1)c1ccc(I)cc1 | -1
Cc1ccc(NCC(O)C(O)C(O)CO)cc1C (stereo not drawn) | -3
O=C(CN1CCOCC1)Nc1ccc(S(=O)(=O)N2CCOCC2)cc1 | 4
Cc1nnc(SCCn2c(N3CCN(C)CC3)nc3c2c(=O)[nH]c(=O)n3C)s1 | -10
O=C(Cn1cccc1)NCc1cccs1 | -14
More structures:
SMILES | 14-3-3g Raf
O=C(Oc1ccccc1)Oc1cc2oc(=O)sc2cc1Cl | -9
c1ccc(-c2cc3c(N4CCOCC4)ncnc3s2)cc1 | -7
Nc1nnc(C2CCCCC2)s1 | 1
COc1ccccc1N(CN1CCCC1=O)C(=O)c1c(F)cccc1Cl | 4
Cc1ccc(C(=O)Nc2ccc3c(c2)oc2ccccc23)o1 | -13
Cc1ccc(-c2nn(C)c(=O)c3ccccc23)cc1CNC(=O)CN1CCOCC1 | -6
C=CCOc1cc2oc(=O)cc(C)c2cc1CC | -3
CCOc1ccccc1N1CCN(Cc2cccc(OC)c2O)CC1 | 6
CCC(c1nnnn1Cc1ccco1)N1CCN(C(=O)c2ccco2)CC1 (stereo not drawn) | 2
Cc1ccc(-c2cc(C(=O)Nc3c(C#N)cnn3C)no2)cc1 | -8
CCc1nc2c(n1O)CCc1nonc1-2 | -1
CCN(CC)c1ccc(NC(=O)c2ccco2)c(C)c1 | 3
Cc1c(Cl)cccc1N1C(=O)C2C(c3ccc(Br)cc3)OC3(C(=O)c4ccccc4C3=O)C2C1=O (stereo not drawn) | -12
O=S(=O)(CCc1nc2ccccc2o1)c1ccc(Cl)cc1 | -3
CCc1c(C)nc2ncnn2c1N1CCC(C(=O)NCc2cccc(OC)c2)CC1 | 0
O=C(Nc1ccc(Cl)cc1)c1cc(S(=O)(=O)N2CCCc3ccccc32)ccc1F | -5
O=C(c1ccccc1)N1CCCCC(Sc2nnc3ccccn23)C1=O (stereo not drawn) | 0
COc1ccc(C2CC(=O)C3=C(C2)Nc2ccccc2N(C(=O)C(C)C)C3c2cccc(F)c2)cc1 (stereo not drawn) | -6
O=C(c1cccc(Cl)c1)N1c2ccccc2CCc2ccccc21 | 0
O=C(c1ccc(F)cc1)N1CCN(Cc2ccc3c(c2)OCO3)CC1 | -4
COc1ccccc1-c1coc2c(CN3CCN(C)CC3)c(O)ccc2c1=O | -1
CCCCCn1c(=O)[nH]c2cc(C(=O)NCc3cccs3)ccc2c1=O | -6
CN(C)c1ccc(CN)cc1 | -19
CCOc1sc2nc(C)n(CC(=O)Nc3ccc(CC)cc3)c(=O)c2c1C | -154
O=c1c2c(nc(NCCCO)n1-c1ccccc1)-c1ccccc1CC21CCCC1 | 0
(list continues)
SMILES | 14-3-3g Raf
O=C(CCCN1C(=O)c2ccccc2C1=O)N1CCC(c2ccccc2)C1 (stereo not drawn) | 1
COc1ccc(C2N=C(Nc3ccc(C)cc3)Nc3nc(C)cc(=O)n32)cc1 (stereo not drawn) | -7
CC(=O)Nc1cccc(-c2cn3c(C)cccc3n2)c1 | -3
CC1(C)Cc2c(c(-c3ccco3)nc3oc(C(=O)c4ccc(Br)cc4)c(N)c23)CO1 | -42
CC1=C(C(=O)OCc2ccccc2)C(c2ccccc2[N+](=O)[O-])CC(=O)N1 (stereo not drawn) | -6
Cn1nnnc1SCC(=O)NCCc1ccc(Cl)cc1 | 2
CC1CCCC(NS(=O)(=O)c2cccc3nsnc23)C1C (stereo not drawn) | -10
CCCCC1=NN(C(=O)COc2cc(C)cc(C)c2)C(O)(C(F)(F)F)C1 (stereo not drawn) | -11
COc1ccccc1-c1csc(NC(=O)c2ccccc2Br)n1 | -8
Cc1c(C(=O)NCc2ccccc2)oc2ccc(S(=O)(=O)N3CC(C)CC(C)C3)cc12 (stereo not drawn) | -19
O=C1CC(c2ccco2)Cc2nc(Nc3nc(-c4ccccc4)c4ccccc4n3)ncc21 (stereo not drawn) | -12
CC(C)CC(OC(=O)c1ccco1)C(=O)NC1CCCCC1 (stereo not drawn) | 1
C=C(C)CSC1=C(C#N)C(c2ccsc2)CC(=O)N1 (stereo not drawn) | -4
COc1ccc(CNc2nc(SCc3cc(=O)n4ccccc4n3)nc3ccccc23)cc1 | -7
c1ccc2c(c1)[nH]c1c(N3CCOCC3)ncnc12 | -2
COC(=O)c1cc(NC(=O)C2CC=CCC2C(=O)O)cc(C(=O)OC)c1 (stereo not drawn) | 1
CCOC(=O)c1nc(N2CCN(C(=O)OCC)CC2)c2c3c(sc2n1)CCCC3 | 0
Cc1ccc(-n2c(-c3ccco3)n[nH]c2=S)cc1 | -25
CCOC(=O)Cn1c2c(c(=N)c3ccccc31)CCC2 | -3
Cc1ccc(-n2c(=O)c3sccc3n(Cc3cccc(Cl)c3)c2=O)cc1 | 9
C=CCOc1ccc(C2C3=C(CC(C)(C)CC3=O)NC3=C2C(=O)CC(C)(C)C3)cc1 | -7
CC1CCN(S(=O)(=O)c2ccc3c(c2)C(Cl)(Cl)C(=O)N3)CC1 | -7
CCC(=O)Nc1ccc(Oc2ccc3c(c2)C(=O)NC3=O)cc1 | -2
Cc1cc([N+](=O)[O-])ccc1-c1ccc(-c2nc3sc4c(c3c(=O)[nH]2)CCCC4)o1 | -118
CN(C)c1nc(Nc2ccc(Cl)cc2)nc(OCC#N)n1 | 2
New compounds follow:
SMILES | 14-3-3g Raf
O=P(O)(O)CN(CP(=O)(O)O)C1CCCCC1 | -1
COc1ccc(C2C3=C(CCCC3=O)Nc3nc(-c4cc(OC)c(OC)c(OC)c4)nn32)cc1OC (stereo not drawn) | 1
CN1CCC(OC(=O)COc2ccc(C(C)(C)C)cc2)CC1 | -9
Oc1ccc(-c2csc(-c3c[nH]c4ccccc34)n2)cc1O | 0
CCC(C(=O)OC)n1cnc2c(nnn2-c2cccc(Cl)c2)c1=O (stereo not drawn) | -5
COc1ccc2nc(Cl)c(C3CC(c4ccc(C)cc4)=NN3C(=O)CCCC(=O)O)cc2c1 (stereo not drawn) | 2
COC(=O)c1ccc(CNC(=O)CSc2nc3sc(C)c(C)c3c(=O)n2C)o1 | 8
Cc1ccc(C(=O)NCCNC(=O)c2ccncc2)cc1 | 0
CCC(C(=O)NC1CCCCCCC1)N1C(=O)CSc2ccc(C(C)(C)C)cc21 (stereo not drawn) | -2
Cc1c(C(=O)N2CCN(c3ccc(F)cc3)CC2)sc2ncnc(N3CCCCC3C)c12 (stereo not drawn) | 18
O=C(Nc1cc(C(F)(F)F)ccc1Cl)c1cc2n(n1)C(C(F)(F)F)CC(c1ccc3c(c1)OCO3)N2 (stereo not drawn) | -3
CN(C)c1cccc(C(=O)OCC(=O)NCc2ccco2)c1 | -3
Cc1ccc(NC(=O)Cn2cnc3sc(C(=O)N4CCN(C)CC4)c(C)c3c2=O)cc1Cl | -7
CCOCCOC(=O)c1[nH]c2c(c1C)C(=O)CC(c1cc(OC)ccc1OC)C2 (stereo not drawn) | 7
CCOC(=O)C1=C(C)Nc2nc(SCc3ccccc3)nn2C1c1ccccc1[N+](=O)[O-] (stereo not drawn) | -3
CCOc1ccc(NC(=O)c2cccc(OC)c2)c([N+](=O)[O-])c1 | -18
Cc1cccc(C(=O)O)c1NC(=O)c1ccc(F)cc1 | 4
CCc1ccccc1NC1=NS(=O)(=O)c2ccccc21 | 2
Cc1cnc(NC(=O)C2CCCO2)s1 (stereo not drawn) | -14
Nc1ccc2c(c1)CCC2=O | -9
COCCN1C(=O)CC(C(=O)OC)=C1C | 0
COc1cc(OC)cc(-c2nc3cc(C)ccc3o2)c1 | 6
N#Cc1c(NC(=O)c2cccc(Oc3ccccc3)c2)sc2c1CCC2 | -3
O=C(NCCOc1ccc(C2CCCCC2)cc1)C1CCCN1S(=O)(=O)c1ccccc1 (stereo not drawn) | -1
O=C(Nc1ccc(F)cc1)N1CCN(C/C=C/c2ccccc2)CC1 | 0
The results go on:
SMILES | 14-3-3g Raf
COC(=O)C1CCN(C(=O)c2sc3nc(-c4ccccc4)cn3c2C)CC1 | 8
Cc1nc2ccccc2c2nc3ccccc3n12 | -11
C=CCc1cccc2cc(C(=O)Nc3ccc(CC)cc3)c(=O)oc12 | -3
CC1=C(C(=O)OCCc2ccccc2)C(c2coc3ccccc3c2=O)C2=C(CC(c3cccs3)CC2=O)N1 (stereo not drawn) | 5
CCOC(=O)C1=C(N)N2C(=O)C(C)SC2=C(C(=O)OCC)C1c1ccccc1 (stereo not drawn) | -1
O=C(NCc1ccccc1)c1cc2n(n1)C(C(F)(F)F)CC(c1ccc(Cl)cc1)N2 (stereo not drawn) | -3
